# Screens (PubChem BioAssay)
# BAZ2B inh = qHTS Assay for Inhibitors of BAZ2B; Bromodomain adjacent to zinc finger domain protein 2B (Homo sapiens), Q9UIF8; AlphaScreen BAZ2B-H3K14Ac peptide displacement; Potency, µM (titrated, usually from 114 µM), inactives show top-dose activity change, negative = inhibition, hits mostly inhibitors; hit rate 4.4% among 360,000; AID 504333, 2011; note: % is set by controls: 0 for no effect and ±100 for the full control effect; nearly all actives have a fitted effect of over 60% in size
# Target sequence (Q9UIF8 whole entry, looked up, the tested form may be a part): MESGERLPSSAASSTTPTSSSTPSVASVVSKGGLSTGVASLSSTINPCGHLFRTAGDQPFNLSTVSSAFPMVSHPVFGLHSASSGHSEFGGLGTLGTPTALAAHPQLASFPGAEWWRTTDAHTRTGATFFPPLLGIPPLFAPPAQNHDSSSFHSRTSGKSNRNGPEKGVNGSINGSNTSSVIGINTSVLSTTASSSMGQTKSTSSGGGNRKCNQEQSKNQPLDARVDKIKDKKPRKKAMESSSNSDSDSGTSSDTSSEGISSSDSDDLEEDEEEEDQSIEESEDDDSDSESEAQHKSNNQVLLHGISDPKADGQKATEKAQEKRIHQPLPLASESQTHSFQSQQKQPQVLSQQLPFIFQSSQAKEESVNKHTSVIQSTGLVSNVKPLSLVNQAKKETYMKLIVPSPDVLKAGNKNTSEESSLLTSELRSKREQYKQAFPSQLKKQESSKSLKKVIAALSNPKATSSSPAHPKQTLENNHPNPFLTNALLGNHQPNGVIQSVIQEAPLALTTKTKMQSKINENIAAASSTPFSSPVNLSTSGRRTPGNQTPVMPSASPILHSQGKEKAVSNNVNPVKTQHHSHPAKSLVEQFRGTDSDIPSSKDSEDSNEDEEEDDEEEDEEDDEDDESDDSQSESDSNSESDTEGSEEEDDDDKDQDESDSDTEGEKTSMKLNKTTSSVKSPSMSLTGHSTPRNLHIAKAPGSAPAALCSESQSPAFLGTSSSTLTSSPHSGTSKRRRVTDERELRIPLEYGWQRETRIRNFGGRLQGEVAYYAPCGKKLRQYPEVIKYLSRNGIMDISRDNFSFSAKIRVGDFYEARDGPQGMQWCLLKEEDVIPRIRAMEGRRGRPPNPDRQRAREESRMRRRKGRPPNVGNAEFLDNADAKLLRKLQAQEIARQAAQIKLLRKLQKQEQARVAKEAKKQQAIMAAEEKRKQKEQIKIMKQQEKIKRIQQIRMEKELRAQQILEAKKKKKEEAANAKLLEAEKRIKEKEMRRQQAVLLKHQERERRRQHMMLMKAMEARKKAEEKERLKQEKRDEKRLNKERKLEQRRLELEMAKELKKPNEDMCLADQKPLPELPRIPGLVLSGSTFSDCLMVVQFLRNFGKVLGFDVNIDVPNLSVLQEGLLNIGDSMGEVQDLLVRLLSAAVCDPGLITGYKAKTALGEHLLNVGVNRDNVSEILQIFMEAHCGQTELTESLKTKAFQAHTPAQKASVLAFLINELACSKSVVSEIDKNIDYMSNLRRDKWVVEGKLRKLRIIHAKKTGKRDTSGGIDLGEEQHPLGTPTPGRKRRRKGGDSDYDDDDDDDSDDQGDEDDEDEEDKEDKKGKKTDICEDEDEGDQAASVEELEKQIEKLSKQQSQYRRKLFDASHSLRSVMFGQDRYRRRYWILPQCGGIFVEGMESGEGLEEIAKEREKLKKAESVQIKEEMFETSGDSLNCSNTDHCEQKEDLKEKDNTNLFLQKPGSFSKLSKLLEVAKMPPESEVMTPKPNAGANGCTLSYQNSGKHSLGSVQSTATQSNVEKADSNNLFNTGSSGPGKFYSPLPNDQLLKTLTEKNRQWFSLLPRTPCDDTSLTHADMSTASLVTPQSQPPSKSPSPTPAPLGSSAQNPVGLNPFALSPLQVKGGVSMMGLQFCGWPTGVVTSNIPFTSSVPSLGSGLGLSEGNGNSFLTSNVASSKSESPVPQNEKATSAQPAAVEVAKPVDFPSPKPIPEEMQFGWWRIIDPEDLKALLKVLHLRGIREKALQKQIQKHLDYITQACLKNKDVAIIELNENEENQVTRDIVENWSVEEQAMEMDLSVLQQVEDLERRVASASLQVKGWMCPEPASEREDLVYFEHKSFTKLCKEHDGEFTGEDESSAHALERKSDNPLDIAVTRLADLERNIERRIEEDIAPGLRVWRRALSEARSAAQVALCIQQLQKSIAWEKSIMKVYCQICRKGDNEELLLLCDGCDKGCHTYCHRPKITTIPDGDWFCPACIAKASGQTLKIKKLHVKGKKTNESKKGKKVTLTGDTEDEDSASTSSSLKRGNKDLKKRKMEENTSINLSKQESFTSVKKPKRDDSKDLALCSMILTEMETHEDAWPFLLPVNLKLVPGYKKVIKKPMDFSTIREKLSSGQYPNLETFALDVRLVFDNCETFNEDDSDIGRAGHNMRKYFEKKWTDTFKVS
#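 In this displacement format the biotinylated H3(5-23) peptide acetylated at Lys14 serves as ligand at 50 nM, with BAZ2B at 50 nM in PBS pH 7.4 containing 0.01% Tween-20. Donor and acceptor beads are 10 ug/mL final.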
# G9a inh = qHTS Assay for Inhibitors of Histone Lysine Methyltransferase G9a. Potency, µM (top dose mostly 102 µM), without a hit: at the highest dose activity, negative = inhibition, usual class: inhibitors. hit rate 8.8% among 350,000. G9a H3K9 monomethylation, AlphaScreen, 2 h; note: % is set by controls: 0 for no effect and ±100 for the full control effect; nearly all actives have a fitted effect of over 75% in size
#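 Chemiluminescent proximity detection of H3K9 monomethylation, read after 10 min bead incubation in the dark. Reaction: 20 nM G9a, 500 nM biotin-H3K9 peptide, 20 uM SAM cofactor, 2 h, room temperature, following 15 min enzyme-compound preincubation.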
# GLS inh = qHTS for Inhibitors of Glutaminase (GLS). GLS enzymatic activity, qHTS titration. Potency, µM (top dose mostly 45.5 µM), inactives show at the top dose activity change, negative = inhibition, hits mostly inhibitors. hit rate 0.21% among 410,000. AID 624170, 2012; note: % is set by controls: 0 for no effect and ±100 for the full control effect
#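 hKGA in 45 mM KH2PO4 (pH 8.2), 0.02% Tween-20 with compound, then 1mM L-Glutamine (stock as added) plus glutamate oxidase/HRP/Amplex red coupling mix. Fluorescence read initially and after 30 min at RT; signal change reflects glutamate formation.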
# HP1b binding inh = HTS for Inhibitors of HP1-beta Chromodomain Interactions with Methylated Histone Tails; Chromobox protein homolog 1 (Homo sapiens), P83916; AlphaScreen HP1-beta / biotin-H3K9me3 peptide binding; Potency, µM (titrated, usually from 114 µM), for inactives: top-dose activity change, negative = inhibition, usual class: inhibitors; hit rate 0.56% among 390,000; AID 540317, 2011; note: nearly all actives have a fitted effect of over 70% in size; inactives centre near 23
#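 Compound inhibition of the preformed complex between 50 nM HP1-beta and 50 nM biotinylated H3K9me3 peptide was read by AlphaScreen. Buffer was PBS pH 7.4 with 0.01% Tween-20. Incubations ran 30 min at room temperature, with 10 ug/mL donor/acceptor beads.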
# RGS4 inhibitor = Inhibitors of Regulator of G Protein Signaling (RGS) 4: qHTS; AID 504845, 2011; Transcreener GDP fluorescence polarization, RGS4-accelerated GTP hydrolysis; Potency, µM (series often up to 114 µM), inactives show at the top dose activity change, negative = inhibition, usual class: inhibitors; hit rate 0.039% among 390,000; note: % is set by controls: 0 for no effect and ±100 for the full control effect; nearly all actives have a fitted effect of over 75% in size; some results filed as inactive show a strong effect at the top dose
#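 MLSMR compounds (23 nl, pin-transferred) preincubated 10 min at room temperature with a 500nM (2x) first reagent, then RGS4 at 900nM (2x) plus Transcreener GDP mix added; fluorescence polarization (620/688 nm) read before and after 90 min at 30 °C.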
# * marks the source's active call; other numbers are inactive results; i = inactive; ? = inconclusive; / = not tested or not shown; [ ] = dose if it differs, or a comment. Calls come from the whole dose curve; as a rule, active = well fitted curve in the direction sought with a large enough effect; inconclusive = small, poorly fitted or top-dose-only effect, or another doubt; inactive = no such curve, though single readings can be large; an effect the other way counts as inactive or inconclusive. Potency is the fitted concentration of half-maximal effect. The list is partial (hit frequency here may not be typical).
SMILES,BAZ2B inh,G9a inh,GLS inh,HP1b binding inh,RGS4 inhibitor
COCCn1c(-c2cc(OC)c(OC)c(OC)c2)nc2nc3ccccc3nc21,6.1%,-50.2%[2.33 µM],/,/,/
c1cncc(-c2nc3cc(Cc4ccc5oc(-c6cccnc6)nc5c4)ccc3o2)c1,-3.6%,-22.9%,/,/,/
O=C1c2oc3ccc(F)cc3c(=O)c2C(c2ccncc2)N1CCN1CCOCC1 (stereo not drawn),4.4%,50.1µM*,/,/,/
COc1cccc(C(=O)OCCN(C)C(C)(C)C)c1,-1.6%,5.1%,/,/,/
CC(C)CCNC(=O)NC(=O)Cn1cc(C(F)(F)F)ccc1=O,-4.1%,?,/,/,/
CCn1cc(C(=O)Nc2ccc(C(=O)N3CCCC3)cc2)c(=O)c2ccc(C)nc21,-2.7%,3.4%,/,/,/
NC(=O)c1ccsc1N,-14.9%,-7.5%[0.501 µM],/,/,/
COc1ccc(O)c(C(=O)CC(=O)c2ccccc2)c1,?,-38.2%[59 µM],/,/,/
CS(=O)(=O)C1=NSC2=NC(=O)/C(=C\c3ccc(OC(=O)c4ccco4)cc3)C(=N)N21,-22.3%,?,/,/,/
Nc1cc(=O)[nH]c(SCC(=O)Nc2nc3ccc([N+](=O)[O-])cc3s2)n1,?,39.8µM*,/,/,/
COc1ccc(-c2cc(C(F)(F)F)c(C#N)c(SCC(=O)O)n2)cc1OC,38.3%[activator],5.3%,/,/,/
Cc1ccc2cc(C)c3nnc(SCC(=O)Nc4nc5c(s4)CCCC5)n3c2c1,-2.8%,0.1%,/,/,/
CC(=O)O[C@H]1CC[C@]2(C)[C@H]3CC=C4[C@@H]5[C@@H](C)[C@H](C)CC[C@]5(C(=O)O)CC[C@@]4(C)[C@]3(C)CC[C@H]2C1(C)C,-0.6%,22.2%[59 µM],/,/,/
C=CCN1C(=O)/C(=C/c2ccc(N(C)C)cc2)S/C1=N\c1nnc(CC)s1,12.4%,19.0%[59 µM],/,/,/
COc1ccc(C)c2sc(NNC(=O)COc3ccccc3)nc12,-9.6%,?,/,/,/
COCCCn1c2nc3ccccc3nc2c2c(=O)n(Cc3ccc(Cl)cc3)c(C)nc21,-5.2%,-9.6%,/,/,/
CCCn1c(=O)c2ccccc2n2c(SCC(=O)c3cc(C)n(CC4CCCO4)c3C)nnc12 (stereo not drawn),3.8%,-12.6%[59 µM],/,/,/
COc1ccc2nc(NC(=O)c3ccc(-c4cccc([N+](=O)[O-])c4)o3)sc2c1,79.4µM*,?,/,/,/
O=[N+]([O-])c1ccc(/C=N/Nc2nc(N3CCOCC3)nc(N3CCOCC3)n2)cc1,-4.7%,0.3%,/,/,/
O=C(C1CCN(S(=O)(=O)c2cccc3cccnc23)CC1)N1CC=C(c2ccccc2)CC1,-5.7%,?,/,/,/
CCCCCCCCCC(=O)Nc1cccnc1,-6.2%,8.9%,/,/,/
O=C(CN(c1ccccc1)S(=O)(=O)c1ccccc1)N/N=C/c1ccc(OC2CSC2)cc1,4.4%,19.3%[59 µM],/,/,/
CC1(C)Cc2c(sc3ncn4nnnc4c23)CO1,-20.0%,-48.7%,/,/,/
Cc1ccc2nc3c(cc(C#N)c(=N)n3CC3CCCO3)c(=O)n2c1 (stereo not drawn),-7.1%,?,/,/,/
Cc1nn(CC(=O)Nc2cccnc2N2CCOCC2)c(=O)c2ccccc12,11.7%,-5.2%[59 µM],/,/,/
O=C(COc1cccc2c1CCN(Cc1ccccc1F)C2=O)N1CCOCC1,-18.0%,-4.8%,/,/,/
Clc1ccc(-c2nnc3sc(-c4ccccn4)nn23)cc1,11.8%,-7.1%[2.33 µM],/,/,/
C/C(CCN1CCCCc2nc(C)c(C)cc21)=N\O[C@@H](C)c1cn([C@H](CO)Cc2ccccc2)nn1,-1.6%,?,/,/,/
CC1(C)Cc2c(c(N3CCOCC3)nc3sc4c(N5CCOCC5)nnnc4c23)CS1,-3.5%,-22.2%[12.7 µM],/,/,/
Cc1cccc(NC(=S)NC(=O)C2CC2)c1,-10.4%,?,/,/,/
S=C(NCCNCc1ccccc1)NC1CCCCC1,?,-10.3%,/,/,/
c1ccc2oc(-c3ccc(Nc4nc(N5CCCC5)nc(N5CCOCC5)n4)cc3)nc2c1,-1.9%,5.8%,/,/,/
Cn1c2ccccc2c2nnc(SCN3C(=O)c4ccccc4C3=O)nc21,-4.0%,-17.6%,/,/,/
COc1ccc(C2=NC(c3ccccc3)CO2)cc1 (stereo not drawn),2.8%,?,/,/,/
CCCN1C(=O)c2cc(C(=O)NCc3cccs3)ccc2C1O (stereo not drawn),-4.7%,?,/,/,/
Cc1ccc(S(=O)(=O)c2ccccc2)cc1S,3.8%,3.55µM*,/,/,/
Cc1ccc(-n2c(C)c3c(C)nnc(C)c3c2C)cc1,-10.7%,-4.5%,/,/,/
CCn1c(C)nc2cc(C(=O)n3cc(C(=O)c4cc(F)ccc4O)cn3)ccc21,5.4%,10.3%[2.33 µM],/,/,/
Cc1csc(SCC(=O)N(C)CC(=O)Nc2ccc(F)cc2)n1,-12.1%,3.8%,/,/,/
N#CC1=C(N)SC(N)=C(C#N)C1c1ccoc1,25.1µM*,2µM*,/,/,/
COC(=O)/C=C/C(=O)N1CCN(c2cccc(Cl)c2)CC1,-3.4%,?,/,/,/
CCCNC(=O)OC[C@H]1O[C@H](CCO/N=C/[C@@H](NS(=O)(=O)c2ccc(C)cc2)[C@H](C)/C=C/CC(=O)OC)C=C[C@@H]1Oc1ccc(OC)cc1,-8.6%,?,/,/,/
O=C1C(=O)N(CCN2CCOCC2)C(c2cccnc2)/C1=C(/O)c1ccccc1 (stereo not drawn),-8.7%,-5.5%[12.7 µM],/,/,/
CCCOc1ccc(/C(O)=C2\C(=O)C(=O)N(CCCN(C)C)C23C(=O)N(C)c2ccccc23)cc1 (stereo not drawn),-37.6%,44.7µM*,/,/,/
COC(=O)[C@@H]1CC[C@H](C)[C@@H](c2ccc(C)cc2)N1C(=O)c1ccc(/C=N/OC[C@@H](O)COCc2ccco2)cc1,?,?,/,/,/
CCNc1nc(NC(C)C)nc(ON=C(C)C)n1,0.0%,18.8%[59 µM],/,/,/
Nc1nc(SCC(=O)NC2CCCC2)[nH]c(=O)c1-c1ccccc1,5.1%,21.8%,/,/,/
COc1ccc(C2CC(=O)C(C=NCCN3CCN(C(C)=O)CC3)=C(O)C2)cc1OC (stereo not drawn),6.1%,12.4%[59 µM],/,/,/

# Part of the list above, with two lines to a compound:
# Results follow in this order: BAZ2B inh	G9a inh	GLS inh	HP1b binding inh	RGS4 inhibitor
> CCCN1C(=O)c2cc(C(=O)NCc3cccs3)ccc2C1O (stereo not drawn)
  -4.7%	?	/	/	/
> Cc1ccc(S(=O)(=O)c2ccccc2)cc1S
  3.8%	3.55µM*	/	/	/
> Cc1ccc(-n2c(C)c3c(C)nnc(C)c3c2C)cc1
  -10.7%	-4.5%	/	/	/
> CCn1c(C)nc2cc(C(=O)n3cc(C(=O)c4cc(F)ccc4O)cn3)ccc21
  5.4%	10.3%[2.33 µM]	/	/	/
> Cc1csc(SCC(=O)N(C)CC(=O)Nc2ccc(F)cc2)n1
  -12.1%	3.8%	/	/	/
> N#CC1=C(N)SC(N)=C(C#N)C1c1ccoc1
  25.1µM*	2µM*	/	/	/
> COC(=O)/C=C/C(=O)N1CCN(c2cccc(Cl)c2)CC1
  -3.4%	?	/	/	/
> CCCNC(=O)OC[C@H]1O[C@H](CCO/N=C/[C@@H](NS(=O)(=O)c2ccc(C)cc2)[C@H](C)/C=C/CC(=O)OC)C=C[C@@H]1Oc1ccc(OC)cc1
  -8.6%	?	/	/	/
> O=C1C(=O)N(CCN2CCOCC2)C(c2cccnc2)/C1=C(/O)c1ccccc1 (stereo not drawn)
  -8.7%	-5.5%[12.7 µM]	/	/	/
> CCCOc1ccc(/C(O)=C2\C(=O)C(=O)N(CCCN(C)C)C23C(=O)N(C)c2ccccc23)cc1 (stereo not drawn)
  -37.6%	44.7µM*	/	/	/
> COC(=O)[C@@H]1CC[C@H](C)[C@@H](c2ccc(C)cc2)N1C(=O)c1ccc(/C=N/OC[C@@H](O)COCc2ccco2)cc1
  ?	?	/	/	/

# (continued)
SMILES,BAZ2B inh,G9a inh,GLS inh,HP1b binding inh,RGS4 inhibitor
CCn1c(SCC(=O)NCCOC)nc2sc(C)c(C)c2c1=O,-0.8%,-2.8%[12.7 µM],/,/,/
CCCn1c(=N)c(C#N)cc2c(=O)n3cccc(C)c3nc21,-14.6%,17.8%,/,/,/
CC#C[C@]1(O)CC[C@H]2C3CCC4=CC(=O)CCC4=C3[C@@H](c3ccc(N(C)C)cc3)C[C@@]21C (stereo partly drawn),/,2.82µM*,/,/,?
C=C1C(c2ccc(C)cc2)=CCc2cc(C)cc(C)c21,/,28.8%[59 µM],/,/,100.0%[activator][56.9 µM]
C=C1CC[C@H](O)C/C1=C/C=C1\CCC[C@]2(C)C([C@H](C)CC[C@@H](O)C(C)(C)O)CC[C@@H]12 (stereo partly drawn),/,27.5%[59 µM],/,/,?
Cc1o[nH]c(=O)c1CCC(N)C(=O)O (stereo not drawn),/,21.9%[59 µM],/,/,-190.0%[56.9 µM]
C[C@H](CCC(=O)O)[C@H]1CC[C@H]2[C@H]3C(C[C@H](O)[C@]12C)[C@@]1(C)CC[C@@H](O)C[C@H]1C[C@H]3O (stereo partly drawn),/,21.7%[59 µM],/,/,140.0%[activator][56.9 µM]
Nc1ccccc1C(=O)C[C@@H](N)C(=O)O,/,29.6%[59 µM],/,/,?
COC(=O)C1=C(C)NC(C)=C(C(=O)OCCSc2ccccc2)C1C (stereo not drawn),/,150.5%[activator][59 µM],/,/,37.7µM*
N#C/C(=C/c1ccc(O)c(O)c1)C(=O)OC/C=C/c1ccccc1,/,1.58µM*,/,/,i
CCCCC/C=C\C/C=C\CC1OC1C/C=C\CCCC(=O)O (stereo not drawn),/,36.0%[59 µM],/,/,i
O=C(NC1CCCCC1)c1cnn2c1NC(=C1CC1)C=C2C(F)F,/,/,/,21.5%,-2.3%
C=C1[C@@H]2CC[C@H](C2)C1(C)C,/,5.2%[12.7 µM],-2.5%,/,/
CC(N)C(=O)NCC(=O)NC1CSSCC(C(=O)O)NC(=O)C(CO)NC(=O)C(C(C)O)NC(=O)C(Cc2ccccc2)NC(=O)C(C(C)O)NC(=O)C(CCCCN)NC(=O)C(Cc2c[nH]c3ccccc23)NC(=O)C(Cc2ccccc2)NC(=O)C(Cc2ccccc2)NC(=O)C(CC(N)=O)NC(=O)C(CCCCN)NC1=O (stereo not drawn),/,?,9.3%,/,/
Cc1ncc([N+](=O)[O-])n1C[C@H](O)CCl,/,-2.1%[5.15 µM],2.7%[20 µM],/,/
Cc1ccccc1,/,-2.7%[59 µM],0.4%,/,/
